High-throughput results deposited in PubChem BioAssay by several laboratories.
OPRM1-OPRD1 inv = inverse agonists of human mu-delta opioid receptor heterodimerization | cell-based MOR-DOR heterodimer luminescence, inverse agonism | P35372+P41143 | AID 504357 | inhibition, % at 9.3 µM | hit rate 0.21% among 340,000; in the data active = inhibition above about 22%, passing the limit was not always enough;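 also: 0% = cells with DMSO and 100% = wells without cells with DMSO; values of inactives mirror those of a sister screen read the other way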
Arr AP2 block = inhibitors of human beta-arrestin and AP2 interaction; hit rate 0.31% among 340,000; inhibition, % at 10 µM; AID 504490; FITC-arrestin peptide / GST-AP2 beads, flow cytometry; AP2 beta2 appendage carries R879A mutation;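 active = inhibition above a set limit, near 3 SD of compounds lacking own fluorescence, cut at about 54% in these data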;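 also: plate controls were DMSO wells for no effect and 5 µM unlabelled arrestin peptide for full effect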
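Assay system: GST-AP2 R879A bound to glutathione beads, E. coli-expressed; Medium: PBS with 0.05% Tween 20 and 0.1% BSA; Also added: fluorescein-tagged arrestin peptide at 50 nM final; Timing: 12 min plus 1 h, RT; Measured by: flow cytometry, FL1 (488/535 nm); Evaluation: percent drop in bead-associated FITC signal.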
SUMO Mot1 rescue = blocks SUMOylation pathway, rescuing yeast Mot1-301 growth | AID 2716 | growth rescue, % at 18.8 µM | hit rate 1% among 320,000 | S. cerevisiae Mot1-301 growth rescue, ATP luminescence, 38.5C; percent above DMSO median, 100 means doubled;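 active = every valid replicate shows activation above 250% relative to neutral control wells; inactive = the rest, any valid replicate at or below 250%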;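 also: OY570 slx delta 5 strain wells were the positive control but not used for scaling; some compounds called inactive have numbers as strong as hits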
OPRM1-OPRD1 ag = agonists of human mu-delta opioid receptor heterodimerization; activation, % at 9.3 µM; hit rate 0.3% among 340,000; cells, OPRM1-OPRD1 heterodimerization, luminescence; P35372+P41143; in the data active = activation above about 18%;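 also: 0% = vehicle-treated cells and 100% = reference agonist; values of inactives mirror those of a sister screen read the other way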
Tat export inh = blocks Tat-dependent protein export in E. coli; AID 488895; hit rate 0.036% among 340,000; inhibition, % at 10 µM; E. coli MC4100 TorA-mCherry Tat export, fluorescence;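 active = mean replicate inhibition at least 50% and at least half of replicates individually reaching 50%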;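 also: exported cargo escapes ClpAP degradation while cytoplasmic cargo is degraded and loses fluorescence; 0% = median of neutral control wells and 100% = median of NaSCN control wells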
PfHsp90 yeast 2 = growth inhibition of yeast expressing Plasmodium Hsp90; S. cerevisiae expressing PfHsp90, BacTiter-Glo ATP, 48 h; yeast lacking PDR1 and PDR3 efflux regulators; hit rate 0.32% among 310,000; inhibition, % at 9.4 µM; AID 504621;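 active = every replicate shows inhibition above about 80%, whatever the replicate mean, limit read from the data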;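 also: 0% = DMSO neutral controls and 100% = 20 µM radicicol positive controls; yeast relying on Plasmodium falciparum Hsp90 in place of its own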
DSG3 Ab inh = blocks pemphigus antibody binding to human desmoglein-3 | AID 588358 | DSG3-coupled beads, scFv-anti-DSG3-GFP binding, flow cytometry; stronger effect = lower value | P32926 | hit rate 0.48% among 310,000 | binding (percent of control), % at 10 µM;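 active = binding more than 3 SD below its plate's average and above zero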; also: some compounds called inactive have numbers as strong as hits
Target sequence (P32926 whole entry, looked up): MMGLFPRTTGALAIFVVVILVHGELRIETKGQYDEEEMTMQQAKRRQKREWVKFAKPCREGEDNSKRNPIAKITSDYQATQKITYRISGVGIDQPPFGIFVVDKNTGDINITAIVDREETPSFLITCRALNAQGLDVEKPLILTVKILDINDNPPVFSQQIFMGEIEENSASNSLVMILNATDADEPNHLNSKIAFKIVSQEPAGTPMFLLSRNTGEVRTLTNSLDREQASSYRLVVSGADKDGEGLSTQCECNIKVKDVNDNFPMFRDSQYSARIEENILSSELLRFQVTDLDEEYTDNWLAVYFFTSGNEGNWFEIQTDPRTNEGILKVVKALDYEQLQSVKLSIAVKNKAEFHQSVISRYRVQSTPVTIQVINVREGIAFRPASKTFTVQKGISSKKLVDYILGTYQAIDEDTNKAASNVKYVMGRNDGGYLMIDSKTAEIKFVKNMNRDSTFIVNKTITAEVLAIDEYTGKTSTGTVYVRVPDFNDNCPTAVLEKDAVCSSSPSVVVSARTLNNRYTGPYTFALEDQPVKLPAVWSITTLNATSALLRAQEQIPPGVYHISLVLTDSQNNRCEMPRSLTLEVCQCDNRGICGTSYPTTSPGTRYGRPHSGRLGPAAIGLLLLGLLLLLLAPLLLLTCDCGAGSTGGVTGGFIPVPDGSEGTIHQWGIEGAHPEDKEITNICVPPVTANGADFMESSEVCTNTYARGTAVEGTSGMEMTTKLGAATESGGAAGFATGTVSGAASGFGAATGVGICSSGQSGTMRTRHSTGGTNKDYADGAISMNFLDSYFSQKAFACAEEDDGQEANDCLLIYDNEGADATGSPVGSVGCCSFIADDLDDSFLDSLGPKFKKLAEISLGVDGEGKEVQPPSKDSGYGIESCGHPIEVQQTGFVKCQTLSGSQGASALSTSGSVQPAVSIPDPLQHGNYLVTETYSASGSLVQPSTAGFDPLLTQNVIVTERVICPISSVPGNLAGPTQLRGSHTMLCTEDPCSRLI
Ecoli viability = bacterial growth inhibition, counter-screen for AddAB inhibitors. hit rate 0.27% among 330,000. E. coli V3065 growth, OD600 absorbance, 18 h. AID 449728. inhibition, % at 11.9 µM;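 active = inhibition above the campaign's mean inhibition across all tested compounds plus 3 SD, cut at about 9.9% in these data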;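 also: uninfected addAB+ strain grown without phage in ampicillin broth; 0% = DMSO wells and 100% = ciprofloxacin 0.95 µg/ml wells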
phage Ecoli inh = E. coli growth loss with phage present; growth absorbance; hit rate 0.26% among 360,000; inhibition, % at 11.9 µM; in the data active = inhibition above about 11%
AddAB inh = less growth of phage-infected E. coli with AddAB. E. coli expressing H. pylori AddAB, absorbance growth. hit rate 0.29% among 330,000. AID 435030. inhibition, % at 11.9 µM; in the data active = inhibition above about 12%;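 also: 0% = vehicle wells of infected cells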
PKA-R1A activ = activators of PKA-R1A complex; P00514+P68181; PKA-R1A dissociation, Cy5-IP20 fluorescence polarization; scaled: DMSO 0%, 113 µM cGMP 100%; activation, % at 11.4 µM; hit rate 0.083% among 340,000; AID 504707;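 active = percent activation above the mean of all tested compounds plus 3 SD, cut at about 19% in these data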;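 also: higher means more PKAc released from R1A so a rise in polarization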
* marks the source's active call; other numbers are inactive results; i = inactive; / = no result given.

1. CCNC(=S)N1CCN(S(=O)(=O)c2ccccc2C(F)(F)F)CC1
2. CCN(CC)CCN1C(=O)C(=O)/C(=C(/O)c2c(C)[nH]c(C(=O)OC)c2C)C1c1ccc(C)o1 (stereo unspecified)
3. O=C1CC(c2ccccc2)n2nc(NC(=O)c3ccccc3)nc2N1 (stereo unspecified)
4. Cc1ccc(S(=O)(=O)N[C@H](C(=O)Oc2ccc3c(C(F)(F)F)cc(=O)oc3c2)c2ccccc2)cc1
5. CCOc1ccc(C(=O)NC(=S)NC2CCCC2)cc1[N+](=O)[O-]
6. Cc1c(C(=O)N/N=C/c2ccc(O)c(Br)c2)sc(N)c1C#N
7. CCOC(=O)C1CCCN(c2nc3ccccc3nc2C(C#N)C(=O)NCc2ccccc2)C1 (stereo unspecified)
8. O=C(Cn1ncc2c(=O)oc3ccccc3c21)NCCc1ccsc1
screen / no.,1,2,3,4,5,6,7,8
OPRM1-OPRD1 inv,12,12,3,7,-18,-4,8,5
Arr AP2 block,9,9,8,30,3,-15,-2,4
SUMO Mot1 rescue,72,3,-4,-7,-6,63,44,-1
OPRM1-OPRD1 ag,-2.3,-2.3,-0.7,-1.4,3.4,0.7,-1.9,-0.8
Tat export inh,1,-3,-7,-8,-6,-6,-5,-5
PfHsp90 yeast 2,-1,-13,-15,-24,-55,2,-14,-11
DSG3 Ab inh,102,116,101,100,97,99,/,93
Ecoli viability,0.2,0.3,1.7,2.1,2.9,2.3,0.5,1.1
phage Ecoli inh,0.5,-0.8,3.1,/,0.4,0.1,2.9,-2.5
AddAB inh,2.3,-0.6,3.2,2.4,4.0,4.2,4.5,-0.5
PKA-R1A activ,0,2,-2,-1,-5,-3,-4,8

9. CCOC(=O)c1c(NC(=O)C2=COCCO2)sc2c1CCN(C(=O)OC)C2
10. CCCCn1c(SCC(=O)c2ccc(OC)cc2OC)nc2cc(S(N)(=O)=O)ccc21
11. Cc1cc(NC(=O)COC(=O)COc2ccc(C(=O)c3ccccc3)cc2)no1
12. Cc1noc(C)c1S(=O)(=O)N(CC(=O)N1CCCC1)c1ccc(C(C)C)cc1
13. CCn1cc(Cl)c(C(=O)Nc2cccc(C(F)(F)F)c2)n1
14. CCOC(=O)c1ccc(Oc2cn[nH]c2-c2ccc(O)cc2O)cc1
15. CCOc1ccc(S(=O)(=O)Nc2ccccc2C(=O)NCC2CCCO2)cc1 (stereo unspecified)
16. O=C(CN1CCN(c2ccc(F)cc2)CC1)N1CCC(Cc2ccccc2)CC1
screen / no.,9,10,11,12,13,14,15,16
OPRM1-OPRD1 inv,26,0,-3,-10,-3,-9,3,-5
Arr AP2 block,-14,-1,-1,3,-4,24,24,9
SUMO Mot1 rescue,28,-1,27,-15,1,-1,252,100
OPRM1-OPRD1 ag,-5.3,-0.1,0.6,2.0,0.7,1.6,-0.5,0.9
Tat export inh,13,17,4,0,1,2,-8,-1
PfHsp90 yeast 2,-12,-34,26,-8,/,-6,18,2
DSG3 Ab inh,105,97,104,111,113,98,105,100
Ecoli viability,0.7,-2.4,-0.7,0.4,0.2,0.4,2.9,0.1
phage Ecoli inh,1.2,3.2,1.0,1.1,2.6,2.8,-0.1,0.7
AddAB inh,0.7,4.5,1.4,-0.6,1.7,1.4,2.0,2.1
PKA-R1A activ,-3,-13,-2,6,-3,-6,0,10

17. O=C(/C=C/c1ccco1)NC(=S)Nc1ccccc1N1CCCC1
18. Cc1ccc(C(=O)NCc2ccccn2)cc1NC1=NC2CS(=O)(=O)CC2S1 (stereo unspecified)
19. Cc1ccc(NC2c3ccccc3C(=O)N2CCN2CCOCC2)cc1 (stereo unspecified)
20. O=C(Oc1ccc2c(c1)C(=O)c1ccccc1CO2)c1ccccc1
21. COc1cc(-c2nnc(-c3cccs3)o2)cc(OC)c1OC
22. CCN(CC)CCNC(=O)c1ccc(NC(=O)Nc2cccc3ccccc23)cc1
23. CC(=O)c1c(C)[nH]c(C(=O)OCC(=O)Nc2cc(C(F)(F)F)ccc2N2CCOCC2)c1C
24. COc1ccccc1N(CC(=O)Nc1ccc2c(c1)OCCO2)S(C)(=O)=O
screen / no.,17,18,19,20,21,22,23,24
OPRM1-OPRD1 inv,-18,3,7,-7,1,4,8,1
Arr AP2 block,0,-4,-4,-5,-3,-5,-4,-5
SUMO Mot1 rescue,134,2,-18,6,-16,i,255,-2
OPRM1-OPRD1 ag,3.8,-0.5,-1.3,1.3,-0.1,-0.8,-1.4,-0.2
Tat export inh,5,-6,-5,0,-1,-9,-9,-1
PfHsp90 yeast 2,-8,-1,6,2,15,-3,11,-11
DSG3 Ab inh,93,99,83,88,95,112,107,/
Ecoli viability,-1.2,-0.1,-1.6,-2.4,0.0,0.2,-0.8,0.5
phage Ecoli inh,-0.1,1.3,2.2,0.8,0.6,2.0,2.1,-1.2
AddAB inh,0.0,0.5,0.2,0.0,4.9,-0.3,1.0,2.2
PKA-R1A activ,-5,-5,1,-5,-6,1,-4,-8

25. COc1ccc(Cc2noc(CN(C)CCN3CCc4ccccc4C3)n2)cc1OC
26. Cc1ccc(S(=O)(=O)N2CCN=C2SCc2c(F)cccc2Cl)cc1
27. CC(=O)c1oc2ccccc2c1NC(=O)COC(=O)c1ccc(-n2nc(C)cc2C)cc1
28. CCCOc1ccc(C(=O)OCC(=O)c2c(N)n(C)c(=O)n(C)c2=O)cc1OC
29. COc1ccc2sc(N(CCN(C)C)C(=O)c3cc(Cl)sc3Cl)nc2c1
30. COc1cc(OC)c(NC(=O)CC(C)=O)cc1Cl
31. c1cc(CNc2ccc3c(c2)OCO3)ccn1
32. O=C(CN1CCCCCC1=O)N1CCN(S(=O)(=O)c2cccs2)CC1
screen / no.,25,26,27,28,29,30,31,32
OPRM1-OPRD1 inv,8,13,23,7,4,5,-3,8
Arr AP2 block,32,24,3,18,-11,4,17,10
SUMO Mot1 rescue,-16,-10,391,-16,-12,-4,580,11
OPRM1-OPRD1 ag,-1.5,-3.9,-4.2,-1.4,-0.8,-1.0,0.6,-1.1
Tat export inh,0,-8,0,-2,-19,-6,-2,3
PfHsp90 yeast 2,1,2,/,/,5,-3,-6,10
DSG3 Ab inh,90,110,84,121,103,/,93,106
Ecoli viability,-2.4,-0.3,-2.4,-1.1,1.2,2.3,0.3,-1.3
phage Ecoli inh,-0.8,2.3,3.1,1.4,2.6,-0.1,0.5,4.9
AddAB inh,-1.2,0.4,2.0,1.5,-0.7,4.5,3.2,1.3
PKA-R1A activ,3,-1,-1,-2,-3,8,14,-4

Nine of these compounds in another layout.
#	structure	OPRM1-OPRD1 inv	Arr AP2 block	SUMO Mot1 rescue	OPRM1-OPRD1 ag	Tat export inh	PfHsp90 yeast 2	DSG3 Ab inh	Ecoli viability	phage Ecoli inh	AddAB inh	PKA-R1A activ
24	COc1ccccc1N(CC(=O)Nc1ccc2c(c1)OCCO2)S(C)(=O)=O	1	-5	-2	-0.2	-1	-11	/	0.5	-1.2	2.2	-8
25	COc1ccc(Cc2noc(CN(C)CCN3CCc4ccccc4C3)n2)cc1OC	8	32	-16	-1.5	0	1	90	-2.4	-0.8	-1.2	3
26	Cc1ccc(S(=O)(=O)N2CCN=C2SCc2c(F)cccc2Cl)cc1	13	24	-10	-3.9	-8	2	110	-0.3	2.3	0.4	-1
27	CC(=O)c1oc2ccccc2c1NC(=O)COC(=O)c1ccc(-n2nc(C)cc2C)cc1	23	3	391	-4.2	0	/	84	-2.4	3.1	2.0	-1
28	CCCOc1ccc(C(=O)OCC(=O)c2c(N)n(C)c(=O)n(C)c2=O)cc1OC	7	18	-16	-1.4	-2	/	121	-1.1	1.4	1.5	-2
29	COc1ccc2sc(N(CCN(C)C)C(=O)c3cc(Cl)sc3Cl)nc2c1	4	-11	-12	-0.8	-19	5	103	1.2	2.6	-0.7	-3
30	COc1cc(OC)c(NC(=O)CC(C)=O)cc1Cl	5	4	-4	-1.0	-6	-3	/	2.3	-0.1	4.5	8
31	c1cc(CNc2ccc3c(c2)OCO3)ccn1	-3	17	580	0.6	-2	-6	93	0.3	0.5	3.2	14
32	O=C(CN1CCCCCC1=O)N1CCN(S(=O)(=O)c2cccs2)CC1	8	10	11	-1.1	3	10	106	-1.3	4.9	1.3	-4

Additional entries.
33. Nc1nc(SCC(=O)Nc2ccc3c(c2)OCO3)n[nH]1
34. COc1ccc(C(NC(=O)C(C)(C)C)NC(=O)C(C)(C)C)cc1
35. COc1ccc(OC)c(NC(=O)c2cccnc2Sc2ccccc2)c1
36. C/C(=N\NC(=O)c1ccccc1)c1ccc(N2CCOCC2)cc1
37. Cc1ccc(Cl)cc1NC(=O)CNCC(c1ccccc1)N(C)C (stereo unspecified)
38. CCN1CCN(C(=O)Nc2cccc(C(F)(F)F)c2)CC1
39. O=C(Nc1ccc(F)cc1)c1nc2c(nnn2Cc2cccc3ccccc23)c(=O)[nH]1
40. Cc1cccc(NC(=O)NNC(=O)c2sccc2-n2cccc2)c1
41. Cc1cc(C(F)(F)F)c(C#N)c(SCC(=O)Nc2nc3cc(Br)ccc3s2)n1
screen / no.,33,34,35,36,37,38,39,40,41
OPRM1-OPRD1 inv,6,12,12,7,-228,5,-1,13,-9
Arr AP2 block,22,-8,35,-15,-8,2,22,31,16
SUMO Mot1 rescue,-4,-8,229,1,-18,9,10,174,2
OPRM1-OPRD1 ag,-1.3,-2.0,-2.2,-1.3,50*,-1.0,0.1,-2.5,1.8
Tat export inh,-1,-3,-8,8,-1,-6,14,2,-5
PfHsp90 yeast 2,9,-7,-3,8,27,/,-2,-11,-1
DSG3 Ab inh,103,98,/,89,/,97,88,103,87
Ecoli viability,-0.1,-0.6,1.5,0.6,-2.9,-2.2,1.6,3.4,1.1
phage Ecoli inh,-1.0,3.9,2.4,2.4,1.4,3.0,0.6,7.1,2.7
AddAB inh,2.4,1.4,-0.7,-0.8,-0.7,0.4,0.0,5.5,1.1
PKA-R1A activ,1,4,-6,3,2,-8,0,-5,-6

Compounds were not picked by outcome. About 2.8% of those tested had a hit in this group.
